GPR151 activ = activates the human receptor GPR151 | Q8TDV0 | PathHunter beta-arrestin GPR151 cells, luminescence | activation, % at 11.2 µM | actives 1% (n = 650,000) | AID 1508602; in the data active means activation above about 4.9%;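 further: 0% = median of compound wells and 100% = cells with positive control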
Target sequence (Q8TDV0 whole entry, looked up): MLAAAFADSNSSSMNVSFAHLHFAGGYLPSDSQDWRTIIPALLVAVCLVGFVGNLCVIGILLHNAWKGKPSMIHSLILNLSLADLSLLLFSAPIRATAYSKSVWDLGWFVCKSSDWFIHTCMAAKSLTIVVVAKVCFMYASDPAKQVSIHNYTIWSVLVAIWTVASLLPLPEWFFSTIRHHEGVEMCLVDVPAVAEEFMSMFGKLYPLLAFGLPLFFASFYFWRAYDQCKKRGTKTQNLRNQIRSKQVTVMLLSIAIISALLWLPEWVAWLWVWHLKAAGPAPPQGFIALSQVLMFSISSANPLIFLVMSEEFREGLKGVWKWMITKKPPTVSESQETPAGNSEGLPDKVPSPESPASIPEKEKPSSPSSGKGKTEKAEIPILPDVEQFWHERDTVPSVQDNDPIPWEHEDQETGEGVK
FBW7 activator = activators of human E3 ligase FBW7 | Q969H0 | AlphaScreen FBW7–phospho-cyclin E peptide binding, activator screen | normalized activity (activation), % at 26.1 µM | actives 0.13% (n = 650,000); in the data active means normalized activity above about 1.9%;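 further: purified mutant Fbw7 with reduced substrate affinity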
MITF inh = inhibitors of human MITF; inhibition, % at 2.6 µM; actives 0.91% (n = 650,000); O75030; AlphaScreen MITF homodimerization, bead proximity signal; in the data active means inhibition above about 50%;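 further: 0% = vehicle wells with protein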
Target sequence (O75030 whole entry, looked up): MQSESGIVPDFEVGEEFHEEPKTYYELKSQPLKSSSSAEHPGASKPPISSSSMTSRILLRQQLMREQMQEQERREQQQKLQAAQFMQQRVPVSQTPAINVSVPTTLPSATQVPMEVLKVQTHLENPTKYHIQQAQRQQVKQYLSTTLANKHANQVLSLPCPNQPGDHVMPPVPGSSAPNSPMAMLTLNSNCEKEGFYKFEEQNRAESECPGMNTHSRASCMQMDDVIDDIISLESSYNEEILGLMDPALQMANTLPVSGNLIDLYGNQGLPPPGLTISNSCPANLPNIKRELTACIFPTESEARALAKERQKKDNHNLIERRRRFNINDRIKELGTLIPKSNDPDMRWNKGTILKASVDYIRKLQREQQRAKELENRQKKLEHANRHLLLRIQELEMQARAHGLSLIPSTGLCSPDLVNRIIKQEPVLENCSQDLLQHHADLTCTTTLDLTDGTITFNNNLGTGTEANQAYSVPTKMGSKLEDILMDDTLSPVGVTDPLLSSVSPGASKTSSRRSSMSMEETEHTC
TEAD-YAP block = TEAD-YAP interaction inhibition. HEK-TIYL cells, TEAD-Gal4/YAP UAS-luciferase luminescence. AID 1259422. inhibition, % at 9.12 µM. actives 1.4% (n = 640,000); in the data active means inhibition above about 32%;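 further: 0% = median of test compound wells and 100% = reference inhibitor wells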
Numbers without * were called inactive.

Start of the data: the first four compounds (preview)
Results for Cc1cccc(-c2nc3cc(NC(=S)NC(=O)c4cccs4)ccc3o2)c1 ?
GPR151 activ: -0.5; FBW7 activator: 0.7; MITF inh: 10.2; TEAD-YAP block: -27.3

Results for COc1ccc(NC(=O)COC(=O)c2ccccn2)cc1 ?
GPR151 activ: -1.2; FBW7 activator: -0.7; MITF inh: -6.7; TEAD-YAP block: 5.3

How did O=C(Nc1ccc2[nH]ncc2c1)[C@@H]1CCCN1C(=O)[C@@H](O)c1ccccc1Cl do in these assays?
GPR151 activ: 1.4; FBW7 activator: 0.3; MITF inh: 6.9; TEAD-YAP block: -6.9

How did COc1ccc2nc(N3CCC(NCc4ccccc4)CC3)nc(C)c2c1 do in these assays?
GPR151 activ: 0.1; FBW7 activator: 0.4; MITF inh: -4.1; TEAD-YAP block: 4.0

The list itself, previewed entries included:
Results for Cc1cccc(-c2nc3cc(NC(=S)NC(=O)c4cccs4)ccc3o2)c1 ?
GPR151 activ: -0.5; FBW7 activator: 0.7; MITF inh: 10.2; TEAD-YAP block: -27.3

Results for COc1ccc(NC(=O)COC(=O)c2ccccn2)cc1 ?
GPR151 activ: -1.2; FBW7 activator: -0.7; MITF inh: -6.7; TEAD-YAP block: 5.3

How did O=C(Nc1ccc2[nH]ncc2c1)[C@@H]1CCCN1C(=O)[C@@H](O)c1ccccc1Cl do in these assays?
GPR151 activ: 1.4; FBW7 activator: 0.3; MITF inh: 6.9; TEAD-YAP block: -6.9

How did COc1ccc2nc(N3CCC(NCc4ccccc4)CC3)nc(C)c2c1 do in these assays?
GPR151 activ: 0.1; FBW7 activator: 0.4; MITF inh: -4.1; TEAD-YAP block: 4.0

What do the screens show for `CC1=C(C#N)C(C(F)(F)F)(C(F)(F)F)N=C(CCc2ccccc2)N1`?
GPR151 activ: -0.5; FBW7 activator: 0.5; MITF inh: 5.2; TEAD-YAP block: 8.7

What do the screens show for `CCCCOc1ccc(N2C(=O)CC(N3CCN(Cc4ccc5c(c4)OCO5)CC3)C2=O)cc1` (configuration not stated)?
GPR151 activ: 0.0; FBW7 activator: 0.7; MITF inh: 12.8; TEAD-YAP block: 4.0

What do the screens show for `Cc1cc(SCNC(=O)c2ccccc2)nc(C(C)C)n1`?
GPR151 activ: -1.1; FBW7 activator: 0.6; MITF inh: 17.1; TEAD-YAP block: -6.5

What do the screens show for `COc1ccc(/C=C2\C=C(c3ccccc3)N(c3ccc(NC(C)=O)cc3)C2=O)cc1`?
GPR151 activ: -1.1; FBW7 activator: 0.0; MITF inh: 9.3; TEAD-YAP block: -20.8

How did CC(=O)C1=C(c2ccccc2)S/C(=C2/C(=S)C(C)(C)Nc3ccc(C)cc32)S1 do in these assays?
GPR151 activ: 0.0; FBW7 activator: 0.0; MITF inh: 57.0*; TEAD-YAP block: 6.7

How did CC(=O)n1cc(/C=c2\sc3nc4c(C)cccc4n3c2=O)c(-c2ccc(F)cc2)n1 do in these assays?
GPR151 activ: -0.5; FBW7 activator: -0.1; MITF inh: -6.2; TEAD-YAP block: -6.8

Results for CCOc1ccc2nc(SCC(=O)Nc3ccc([N+](=O)[O-])cc3)sc2c1 ?
GPR151 activ: 0.2; FBW7 activator: -0.1; MITF inh: 0.9; TEAD-YAP block: 13.6

What do the screens show for `CCOC(=O)C1=C(C)N=c2s/c(=C\c3cc(Br)ccc3O)c(=O)n2C1c1ccc(OC)cc1` (configuration not stated)?
GPR151 activ: -1.5; FBW7 activator: 0.1; MITF inh: 8.8; TEAD-YAP block: 1.4

What do the screens show for `COc1ccc(OC)c(C2SCCN2S(=O)(=O)c2ccc(NC(C)=O)cc2)c1` (configuration not stated)?
GPR151 activ: 1.3; FBW7 activator: -0.1; MITF inh: 16.2; TEAD-YAP block: 6.0

Results for CCOC(=O)C1=C(C)N=c2s/c(=C\c3cc(OC)ccc3OC)c(=O)n2C1c1ccc(C(C)C)cc1 (configuration not stated) ?
GPR151 activ: 1.6; FBW7 activator: 0.2; MITF inh: -6.7; TEAD-YAP block: 3.6

What do the screens show for `Cc1ccc(Cl)cc1NC(=O)CSc1nc2ccc(NC(=O)c3ccc(C(C)(C)C)cc3)cc2s1`?
GPR151 activ: 1.5; FBW7 activator: 0.0; MITF inh: -0.2; TEAD-YAP block: 14.0

Results for CCOc1ccc(CC(=O)Nc2cccc(Cl)c2)cc1OCC ?
GPR151 activ: 1.0; FBW7 activator: 0.2; MITF inh: -13.8; TEAD-YAP block: -11.2

How did CCOC(=O)c1c(C=O)c(C)n(Cc2ccccc2F)c1C do in these assays?
GPR151 activ: 0.6; FBW7 activator: 0.0; MITF inh: 8.1; TEAD-YAP block: 1.0

Results for CCCN1CCN(CC(=O)c2ccc3c(c2)N(C(C)=O)CC3)CC1 ?
GPR151 activ: 0.1; FBW7 activator: 0.2; MITF inh: -20.6; TEAD-YAP block: -2.8

Results for Cc1cc(C)n2c(Br)c(CSc3nncn3-c3ccccc3)nc2n1 ?
GPR151 activ: 1.0; FBW7 activator: 0.3; MITF inh: 9.5; TEAD-YAP block: 4.0

What do the screens show for `c1ccc(-c2nnn(Cc3cccc(-c4nn[nH]n4)c3)n2)cc1`?
GPR151 activ: 1.0; FBW7 activator: 0.6; MITF inh: 21.7; TEAD-YAP block: -11.0

Results for CCOC(=O)N1CCc2c(sc(NCc3ccc(OC)cc3)c2C(=O)Nc2cc(Cl)ccc2OC)C1 ?
GPR151 activ: -0.7; FBW7 activator: 0.0; MITF inh: 10.6; TEAD-YAP block: -3.4

How did COC(=O)C1=C(C)N(C)C(C)=C(C(=O)OC)C1c1cccc(Oc2ccccc2)c1 do in these assays?
GPR151 activ: -0.6; FBW7 activator: -0.1; MITF inh: -4.0; TEAD-YAP block: -12.2

How did CC1C(=O)NCCN1C(=O)c1ccc(Oc2ccccc2)cc1 (configuration not stated) do in these assays?
GPR151 activ: 0.5; FBW7 activator: 0.0; MITF inh: 8.0; TEAD-YAP block: -8.3

Results for N#Cc1c(N)nc(SCC(=O)c2ccc3ccccc3c2)c(C#N)c1-c1ccccc1 ?
GPR151 activ: 1.5; FBW7 activator: 0.1; MITF inh: 1.5; TEAD-YAP block: -7.3

How did CCN(CC)S(=O)(=O)c1ccc(C(=O)NCc2n[nH]c(=S)n2Cc2ccccc2)cc1 do in these assays?
GPR151 activ: -1.5; FBW7 activator: 0.0; MITF inh: 15.7; TEAD-YAP block: -8.5

Results for COc1cc(Nc2cc(C)nc(Nc3nccc4ccccc34)n2)cc(OC)c1OC ?
GPR151 activ: -1.5; FBW7 activator: 0.3; MITF inh: 11.9; TEAD-YAP block: 10.5

What do the screens show for `N#Cc1cc2c(nc1SC1CCCCC1O)CCCC2` (configuration not stated)?
GPR151 activ: -1.7; FBW7 activator: 0.1; MITF inh: 0.3; TEAD-YAP block: -0.9

Results for N#C/C(=C(/O)CN1CCN(S(=O)(=O)c2ccccc2C#N)CC1)c1nc2ccccc2[nH]1 ?
GPR151 activ: 1.2; FBW7 activator: 0.5; MITF inh: -4.5; TEAD-YAP block: -9.4

Results for CC(C)CCOc1ccc(C(=O)CCNC(CC(C)C)C(=O)O)cc1 (configuration not stated) ?
GPR151 activ: -1.8; FBW7 activator: 0.0; MITF inh: 1.5; TEAD-YAP block: -4.0

How did Cc1cc(Nc2ccc(N(C)C)cc2)c2cc(Cl)ccc2n1 do in these assays?
GPR151 activ: 0.0; FBW7 activator: -0.5; MITF inh: 30.1; TEAD-YAP block: 26.6

Results for CCc1c(C)sc(NC(=S)NNC(=O)c2cccnc2)c1C(=O)OC ?
GPR151 activ: 0.6; FBW7 activator: 0.0; MITF inh: -12.4; TEAD-YAP block: -12.7

Results for COc1ccc(C2C(C#N)=C(N)Oc3n[nH]c(C)c32)cc1OC (configuration not stated) ?
GPR151 activ: 0.0; FBW7 activator: 0.1; MITF inh: 14.2; TEAD-YAP block: -11.2

Results for O=S(=O)(NC1CCCCC1)c1ccc(Cl)cc1 ?
GPR151 activ: -1.0; FBW7 activator: -0.1; MITF inh: 3.2; TEAD-YAP block: -4.7

What do the screens show for `O=C(c1cc2cc([N+](=O)[O-])ccc2oc1=O)n1ccnc1`?
GPR151 activ: 0.3; FBW7 activator: -0.2; MITF inh: 8.3; TEAD-YAP block: -5.1

How did Fc1ccc(Cn2c(-c3cncs3)nc3ccccc32)c(Cl)c1 do in these assays?
GPR151 activ: -1.5; FBW7 activator: 0.3; MITF inh: -1.5; TEAD-YAP block: -11.9

How did NC1=NC2(CCCC2)N=C(Nc2cccc3ccccc23)N1 do in these assays?
GPR151 activ: -0.5; FBW7 activator: 0.2; MITF inh: -1.7; TEAD-YAP block: -6.4

What do the screens show for `O=C(N/N=C\c1cccnc1)c1cc(-c2ccc(Cl)c(Cl)c2)n[nH]1`?
GPR151 activ: -0.8; FBW7 activator: -0.1; MITF inh: -4.2; TEAD-YAP block: 1.3

What do the screens show for `C=CCn1cnc2c(cnn2-c2ccc(Cl)cc2)c1=O`?
GPR151 activ: -0.4; FBW7 activator: 0.0; MITF inh: -11.2; TEAD-YAP block: -44.7

How did CC(C(=O)N1c2ccccc2C(C)(c2ccccc2)CC1(C)C)N1C(=O)c2ccccc2C1=O (configuration not stated) do in these assays?
GPR151 activ: -0.9; FBW7 activator: 0.1; MITF inh: 3.5; TEAD-YAP block: 2.8

What do the screens show for `O=C(NCC1CCCO1)/C(=C/c1ccco1)NC(=O)c1ccc(Cl)cc1` (configuration not stated)?
GPR151 activ: 1.5; FBW7 activator: -0.1; MITF inh: -1.6; TEAD-YAP block: 3.8

What do the screens show for `CCCCNC(=O)c1cc(-c2cccnc2)nc2ccc(S(=O)(=O)NCCCC)cc12`?
GPR151 activ: 0.7; FBW7 activator: 0.1; MITF inh: 5.8; TEAD-YAP block: 10.1

How did COC(=O)CN(C)C1CCN(c2ccc(CC(=O)NCc3ccccc3)cc2)CC1 do in these assays?
GPR151 activ: 1.0; FBW7 activator: -0.1; MITF inh: 3.1; TEAD-YAP block: 15.9

What do the screens show for `CCOC(=O)C1=C(C)N=c2s/c(=C\c3ccc(OCc4cccc5ccccc45)c(OCC)c3)c(=O)n2C1c1ccccc1` (configuration not stated)?
GPR151 activ: -0.6; FBW7 activator: 0.0; MITF inh: 1.2; TEAD-YAP block: -7.0

How did CCOc1ccc(-c2nc3cc(NC(=O)c4cc(Cl)ccc4Cl)ccc3o2)cc1 do in these assays?
GPR151 activ: -0.2; FBW7 activator: 0.1; MITF inh: 11.4; TEAD-YAP block: 9.2

Results for CCOC(=O)CSC1=C(C#N)C(c2ccc(OC(F)F)cc2)CC(=O)N1 (configuration not stated) ?
GPR151 activ: -1.4; FBW7 activator: 0.3; MITF inh: 7.3; TEAD-YAP block: 11.5

What do the screens show for `CCOc1ccc(CNCc2c(C(=O)O)[nH]c3cc(C)ccc23)cc1`?
GPR151 activ: 0.5; FBW7 activator: 0.7; MITF inh: 20.3; TEAD-YAP block: -9.5

How did Cc1ccc(F)cc1N1C(=O)CSC1c1cccc([N+](=O)[O-])c1 (configuration not stated) do in these assays?
GPR151 activ: 0.6; FBW7 activator: -0.1; MITF inh: 4.7; TEAD-YAP block: -7.8

What do the screens show for `CC(=O)Nc1cc(-c2ccc(Br)cc2)nn1Cc1ccccc1`?
GPR151 activ: 0.2; FBW7 activator: 0.1; MITF inh: 8.0; TEAD-YAP block: -19.3

Results for O=C(Nc1ccccc1Cl)c1c(NC(=O)C(F)(F)F)sc2c1CCCCC2 ?
GPR151 activ: -1.1; FBW7 activator: -0.3; MITF inh: -8.5; TEAD-YAP block: 7.8

Results for Cc1ccc(/C=C/C(=O)N2CCCCC2)cc1 ?
GPR151 activ: -4.2; FBW7 activator: 0.2; MITF inh: 5.6; TEAD-YAP block: -13.7

How did Cc1ccc(Nc2cc(C)nc3nnnn23)c(C)c1 do in these assays?
GPR151 activ: 3.7; FBW7 activator: -0.2; MITF inh: 24.8; TEAD-YAP block: 8.1

Results for CCOc1ccc(C(=O)Cc2ccccc2)cc1 ?
GPR151 activ: -5.1; FBW7 activator: 0.3; MITF inh: -3.3; TEAD-YAP block: -17.4

What do the screens show for `CCc1c(C)sc(NC(=O)c2cc3ccccc3oc2=O)c1C#N`?
GPR151 activ: 3.3; FBW7 activator: 0.2; MITF inh: 21.4; TEAD-YAP block: 1.6

How did COCCNCCCOc1ccc(C)cc1Br do in these assays?
GPR151 activ: 1.5; FBW7 activator: -0.2; MITF inh: 18.8; TEAD-YAP block: 9.2

Results for COc1ccc(-n2c(SCc3cccc(F)c3)nc3cc(C(=O)NCc4ccco4)ccc3c2=O)cc1OC ?
GPR151 activ: -0.5; FBW7 activator: 0.0; MITF inh: 9.1; TEAD-YAP block: 1.7

How did O=C(CSc1nnc2c(n1)[nH]c1cccc(C(F)(F)F)c12)N1CCCCC1 do in these assays?
GPR151 activ: 1.6; FBW7 activator: 0.0; MITF inh: 3.4; TEAD-YAP block: 8.1

How did NC(=O)C1CCN(C(c2ccccc2)c2nnnn2Cc2ccccc2)CC1 (configuration not stated) do in these assays?
GPR151 activ: 0.1; FBW7 activator: -0.1; MITF inh: 2.9; TEAD-YAP block: 9.3

How did Cc1nn(C)cc1CNC(=O)c1cc2nc(-c3cccs3)cc(C(F)(F)F)n2n1 do in these assays?
GPR151 activ: 3.0; FBW7 activator: -0.1; MITF inh: -0.7; TEAD-YAP block: 5.2

Results for Cc1nnn(C23CC4CC(CC(C(=O)N5CCCCCC5)(C4)C2)C3)n1 ?
GPR151 activ: -0.3; FBW7 activator: 0.6; MITF inh: 19.4; TEAD-YAP block: 3.8

How did COc1cc(Oc2ccccc2C(=O)O)nc(OC)n1 do in these assays?
GPR151 activ: -0.9; FBW7 activator: 0.1; MITF inh: -31.6; TEAD-YAP block: 4.6

Bioassay records as filed in PubChem BioAssay.
